# Screening data as filed in PubChem BioAssay.
# LGR2 antag = inhibitors of bursicon-induced LGR2 CRE-luciferase signal, primary screen, cell-based, HEK293, CRE-luciferase reporter, bursicon stimulation | Drosophila bursicon receptor LGR2 (rickets) | bursicon-stimulated, 4 h | inhibition, % at 9.99 µM | 0.35% of 380,000 active | AID 720647, 2013;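 active = drop in luminescence signal, shown as inhibition above about 50% in the replicate tests, limit read from the data, passing the limit was not always enough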;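 also: agonist challenge used bursicon conditioned medium at about half maximal strength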
# Cneo AK release = Cryptococcus neoformans cell lysis inducers, primary screen, AK release luminescence, single concentration | C. neoformans lysis, adenylate kinase release luminescence, 4 h; normalised: neutral wells 0, clomiphene wells 100 | lysis activity, % at 15 µM | 0.2% of 360,000 active;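 active = mean lysis activity across replicates of at least 80%, whatever share of replicates individually reach that level; inactive = mean lysis activity below 80%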
#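 Signal: Adenylate kinase release luminescence | Assay system: Log-phase Cryptococcus neoformans yeast cells | Input: Cells at 5 × 10^6 per mL | Buffer or medium: Fresh YPD growth medium | Compound: Single dose | Schedule: Static 4 h at 37 °C with compound, 1 h detection | Controls: Clomiphene | Read-out: Luminescence rise reflecting yeast cell lysis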
# Xi reactivation = activators of inactive X chromosome reactivation, primary screen, imaging, XiGFP fibroblasts, GFP high-content imaging, set 2; 0.055% of 360,000 active; activation, % at 7.58 µM; AID 743238, 2013; XiGFP mouse fibroblasts, % GFP-positive cells imaging, 3 d; cells co-treated with 5-aza-dC sensitizer; scaled so ellipticine positive control = 100%;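 active = mean normalized replicate activation at least 10% and every replicate at or above 10%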;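 also: 0% = median of on-plate neutral control wells and 100% = ellipticine 6 µM median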
#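 Material: SV40-immortalized XiGFP fibroblast cells, line 68-5-11 | Buffer or medium: DMEM containing 5-aza-dC | Dosing: One concentration, pinned | Times: 3 d treatment, 15 min room-temperature fixation | Controls: Ellipticine 6 µM positive control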
# PGC1a acetyl inh = inhibitors of PGC1a acetylation signal, primary screen, cell-based, U2OS, AlphaScreen, inhibitor mode; AlphaScreen anti-acetyl-lysine; with virally co-expressed GCN5 acetyltransferase; inhibition, % at 15.6 µM; 0.17% of 350,000 active;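 active = every replicate shows inhibition of at least 40%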;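 also: 0% = neutral control wells and 100% = positive control wells; some results beyond the cut were filed as inactive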
# S100A4 inh HTS = inhibitors of S100A4-myosin IIA peptide binding, primary screen, biochemical, fluorescence polarization, TAMRA-MyoIIA peptide. Protein S100-A4 (Homo sapiens), P26447. inhibition, % at 10.7 µM. 0.14% of 360,000 active;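 active = mean inhibition of at least 70% across replicates, with every replicate also reaching that level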
# Target sequence (P26447 whole entry, looked up): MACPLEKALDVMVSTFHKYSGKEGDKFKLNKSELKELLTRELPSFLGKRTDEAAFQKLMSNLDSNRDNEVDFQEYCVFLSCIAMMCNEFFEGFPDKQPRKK
#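 System – human S100A4 monomer protein, biochemical binding assay · Buffer or medium – Calcium-containing HEPES buffer, pH 7.2 · Timing – 5 min between mix addition and reading · Also added – TAMRA-labelled myosin IIA heavy-chain peptide probe, 5 nM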
# C2C12 statin = suppressors of statin myotoxicity in C2C12 myotubes, primary screen, cell-based, single point, plate reader; C2C12 myotubes + simvastatin, ATP luminescence, 48 h; scaled: DMSO 0, geranylgeraniol control 100; rescue of ATP level, % at 7.49 µM; 0.78% of 330,000 active;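 active = mean ATP rescue above about 67%, or every replicate alone reaching that limit, limit read from the data, passing the limit was not always enough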;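 also: myotubes were challenged with 10 µM simvastatin during compound exposure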
# SIRT5 inh = SIRT5 desuccinylase inhibitors, primary screen, biochemical, fluorescence imaging, single point, set 5. NAD-dependent protein deacylase sirtuin-5, mitochondrial (Homo sapiens), Q9NXA8. Purified SirT5, succinyl-peptide AMC, trypsin-coupled fluorescence. inhibition, % at 15 µM. 1.1% of 330,000 active; in the data active = inhibition above about 15%
# Target sequence (Q9NXA8 whole entry, looked up): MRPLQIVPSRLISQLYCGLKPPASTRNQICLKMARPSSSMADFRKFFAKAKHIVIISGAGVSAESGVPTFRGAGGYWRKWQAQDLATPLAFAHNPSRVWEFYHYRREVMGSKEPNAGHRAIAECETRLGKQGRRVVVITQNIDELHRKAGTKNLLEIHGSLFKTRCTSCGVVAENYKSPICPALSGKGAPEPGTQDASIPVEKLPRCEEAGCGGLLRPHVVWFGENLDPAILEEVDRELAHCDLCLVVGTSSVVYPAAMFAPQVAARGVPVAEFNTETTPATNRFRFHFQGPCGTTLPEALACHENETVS
# ERAP1 HTS inh = human ERAP1 aminopeptidase inhibitors, primary screen, biochemical, single point, plate reader. Endoplasmic reticulum aminopeptidase 1 (Homo sapiens), Q9NZ08. recombinant ERAP1, Leu-AMC fluorescence, 60 min. inhibition, % at 10.7 µM. 0.15% of 340,000 active. AID 652197, 2013;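 active = mean replicate inhibition of at least 30%, or all replicates individually reaching that 30% level; inactive = mean below 30% and not every replicate reaching it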;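 also: 0% = neutral control wells and 100% = L-leucinethiol positive control wells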
# * marks the source's active call; other numbers are inactive results; x = not tested or not shown. A portion of the library, so the mix of outcomes need not match the whole.
entry	mol	LGR2 antag	Cneo AK release	Xi reactivation	PGC1a acetyl inh
1	O=C(NC1CCN(Cc2ccccc2)CC1)c1ccc2c(c1)[nH]c(=O)n2Cc1ccc(F)cc1	28	x	0.0	14
2	CCOC(=O)c1sc(NC(=O)CN2CCN(c3ccc(OC)cc3)CC2)nc1C	-9	-2	0.4	-17
3	C[C@@H]1CN([C@H](C)CO)C(=O)c2cc(N(C)C)ccc2O[C@@H](C)CCCCO[C@@H]1CN(C)C(=O)Nc1ccccc1	13	-2	0.0	5
4	COCC1=C2[C@@H](c3ccccc3)OB(O)C[C@@H]2[C@@H]2C(=O)N(Cc3ccccc3)C(=O)[C@@H]2C1	x	-4	x	-2
5	CC(OC(=O)Cc1ccccc1[N+](=O)[O-])C(=O)NC(=O)NC1CCCCC1 (centres undefined)	3	4	-0.1	x
6	CCC(=O)N1[C@H](CO)[C@H](c2ccc(C3=CCCC3)cc2)[C@H]1CNCC1CCCC1	2	x	0.0	x
7	O=C(CSc1nnc(-c2ccncc2)o1)N1CCCC1	8	x	0.0	x
8	COc1ccc2c3c([nH]c2c1)[C@H](CO)N(C(=O)C1CC1)CC31CN(C(=O)c2ccncc2)C1	-6	x	0.2	x
9	Cc1noc(C)c1S(=O)(=O)Nc1ccc2c(c1)C(=O)N([C@H](C)CO)C[C@@H](C)[C@@H](CN(C)S(=O)(=O)c1ccc(F)cc1)OCCCC[C@@H](C)O2	13	3	0.0	-7
10	COc1ccc(-c2ccc(C(=O)C3CC3)cc2)cc1	-84	-3	0.3	-2

entry	S100A4 inh HTS	C2C12 statin	SIRT5 inh	ERAP1 HTS inh
1	-3	x	-2	6
2	20	10	-1	0
3	6	18	-2	3
4	13	x	0	-1
5	3	14	0	2
6	1	x	-1	0
7	3	x	5	-1
8	-5	x	15*	2
9	-12	x	3	1
10	2	-17	-3	1

# Sorted by SMILES length (lowest first): some entries from above.
entry	mol	LGR2 antag	Cneo AK release	Xi reactivation	PGC1a acetyl inh
1	O=C(NC1CCN(Cc2ccccc2)CC1)c1ccc2c(c1)[nH]c(=O)n2Cc1ccc(F)cc1	28	x	0.0	14
8	COc1ccc2c3c([nH]c2c1)[C@H](CO)N(C(=O)C1CC1)CC31CN(C(=O)c2ccncc2)C1	-6	x	0.2	x
4	COCC1=C2[C@@H](c3ccccc3)OB(O)C[C@@H]2[C@@H]2C(=O)N(Cc3ccccc3)C(=O)[C@@H]2C1	x	-4	x	-2
3	C[C@@H]1CN([C@H](C)CO)C(=O)c2cc(N(C)C)ccc2O[C@@H](C)CCCCO[C@@H]1CN(C)C(=O)Nc1ccccc1	13	-2	0.0	5

entry	S100A4 inh HTS	C2C12 statin	SIRT5 inh	ERAP1 HTS inh
1	-3	x	-2	6
8	-5	x	15*	2
4	13	x	0	-1
3	6	18	-2	3

# Continuation:
entry	mol	LGR2 antag	Cneo AK release	Xi reactivation	PGC1a acetyl inh
11	CCCCCCCNC(=O)c1cc(-c2ccncc2)nc2ccccc12	13	1	0.0	-13
12	CCOC(=O)N1CCN(c2c(N3CCN(c4ccc(F)cc4)CC3)c(=O)c2=O)CC1	2	1	0.1	15
13	CC(C(=O)N1CCN(C(=O)c2ccco2)CC1)N1C(=O)NC2(CCCCC2C)C1=O (centres undefined)	6	0	0.0	0
14	CCN(C[C@H]1N[C@@](CC)(C(=O)OC)[C@H]2C(=O)N(C)C(=O)[C@@H]12)C(=O)Nc1ccc(OC)cc1	-52	-1	0.1	x
15	Cc1c(C(=O)N2CCN(Cc3cccs3)CC2)oc2ccccc12	-21	-2	-0.1	16
16	CC(C)NC(=O)CSc1nnc(-c2ccc(C(C)(C)C)cc2)n1C	-1	-1	x	-1
17	COc1ccc(C(=O)N/C(=C\c2ccco2)C(=O)NCCCn2ccnc2)cc1	11	0	0.1	x
18	C[C@H]1CCCCO[C@H](CN(C)S(=O)(=O)c2cccs2)[C@@H](C)CN([C@@H](C)CO)C(=O)c2cc(NC(=O)Nc3ccc(F)cc3)ccc2O1	-10	-4	0.1	-23
19	CCC1(c2ccccc2)NC(=O)N(CC(=O)NC2CCCC2)C1=O (centres undefined)	-15	-3	0.2	x
20	COC(=O)[C@@H]1[C@@H](CO)[C@@H]2Cn3c(ccc(-c4ccncc4)c3=O)[C@@H]2N1CC1CCCC1	4	x	0.2	-6

entry	S100A4 inh HTS	C2C12 statin	SIRT5 inh	ERAP1 HTS inh
11	-1	7	-2	-1
12	-2	-5	-1	1
13	4	2	0	2
14	2	-6	0	-1
15	-1	5	-5	-3
16	-2	-54	-2	1
17	2	x	4	-1
18	4	-84	3	0
19	19	8	-1	-11
20	1	x	-1	16

entry	mol	LGR2 antag	Cneo AK release	Xi reactivation	PGC1a acetyl inh
21	COCC(=O)N1CC2(CN(Cc3cccnc3)C2)c2c(n(C)c3cc(OC)ccc23)[C@H]1CO	-12	x	0.2	0
22	C[C@@H]1CN([C@@H](C)CO)C(=O)Cc2cc(NS(C)(=O)=O)ccc2O[C@H]1CN(C)Cc1ccc(Oc2ccccc2)cc1	1	3	0.0	-3
23	CCC(C)[C@H](NC(=O)N1c2ccccc2NC(=O)[C@@H]1C(C)C)C(=O)N[C@@H](Cc1ccccc1)C(=O)O (some centres undefined)	16	4	x	0
24	O=C(NCc1ccc(Cl)cc1)c1ccc(-n2cccn2)nc1	19	x	0.0	9
25	CN1OC[C@@H]2CN(S(=O)(=O)c3ccccc3)[C@H](c3ccc(-n4ccnc4)cc3)C[C@@H]21	-5	0	0.2	4
26	Cc1cc(=O)oc2c1c(C)nn2-c1ccc(Br)cc1	11	x	0.0	3
27	CCC1(c2ccc(F)cc2)NC(=O)N(CC(=O)Nc2ccc3c(c2)OCCO3)C1=O (centres undefined)	2	-2	0.0	-7
28	CSCC(=O)N1CCCC(CO)(CCCc2ccccc2)C1 (centres undefined)	8	4	0.1	x
29	Cn1nnnc1Sc1ncnc2scc(-c3ccc[nH]3)c12	45	-1	0.8	-91
30	CN1CCN(c2ccc(S(=O)(=O)N3CCCCC3)cc2NC(=O)c2cccc([N+](=O)[O-])c2)CC1	7	x	0.0	x

entry	S100A4 inh HTS	C2C12 statin	SIRT5 inh	ERAP1 HTS inh
21	5	x	-1	-4
22	20	3	1	-1
23	-3	3	8	-8
24	-1	x	-2	3
25	-1	-11	-1	x
26	-9	x	-5	1
27	4	11	1	-1
28	2	8	2	-1
29	0	7	x	4
30	-1	x	-1	-2

entry	mol	LGR2 antag	Cneo AK release	Xi reactivation	PGC1a acetyl inh
31	CCCC(=O)Nc1ccc2c(c1)OC[C@@H](C)N(Cc1cncnc1)C[C@H](C)[C@H](OC)CN(C)C2=O	16	0	0.1	-1
32	O=C(CN1CCN(S(=O)(=O)c2ccc(Br)cc2)CC1)Nc1ccccc1F	-26	3	x	-6
33	CN1CCCC(C)(C(=O)Nc2ccc3scnc3c2)C1 (centres undefined)	-10	-1	0.0	-8
34	Cc1ccc(CS(=O)(=O)c2ncc(Cl)c(C(=O)Nc3nnc(C(C)C)s3)n2)cc1	-27	-2	0.1	x
35	CCOC(=O)[C@]12CCCC=C1N(Cc1ccc3c(c1)OCO3)C(=O)[C@H](CC(=O)NCc1cccc3ccccc13)C2	35	x	0.1	x
36	O=C(COCc1cc(-c2ccc3c(c2)OCO3)on1)N1CCCCC1	-22	-11	0.0	-10
37	COCC(=O)N1CC2(C1)[C@H](c1ccc(-c3ccccc3)cc1)[C@H](CO)N2C(C)=O	10	x	0.0	0
38	NNC(=O)c1n[nH]c2c1CC(C1CCCCC1)CC2 (centres undefined)	10	-1	-0.2	-1
39	CC(C)(C)Nc1nc2ccc([N+](=O)[O-])cc2o1	-2	x	0.0	x
40	CCC(=O)N1CCCc2cc(S(=O)(=O)N3CCN(c4ncccn4)CC3)ccc21	-2	1	0.0	-21

entry	S100A4 inh HTS	C2C12 statin	SIRT5 inh	ERAP1 HTS inh
31	-4	5	4	1
32	x	21	x	x
33	1	13	3	1
34	1	-87	-1	0
35	3	x	-9	x
36	-2	13	-5	1
37	27	x	-3	-1
38	-2	8	x	x
39	1	-6	1	x
40	-8	-1	1	5

entry	mol	LGR2 antag	Cneo AK release	Xi reactivation	PGC1a acetyl inh
41	N#Cc1c(Cl)nc(-c2ccncc2)nc1-c1ccccc1	13	x	0.1	x
42	COC(=O)C[C@@H]1CC[C@@H](NC(=O)Nc2ccc(C(F)(F)F)cc2)[C@@H](CO)O1	6	-8	-0.1	3
43	COc1ccc(-n2nnnc2SCC(=O)Nc2cccc(O)c2)cc1	11	1	0.0	-5
44	COc1cc(-c2noc(C)c2/C=C/c2ccc(OC(C)=O)cc2)cc(OC)c1OC	-1	-1	0.2	-34
45	Cc1cccn2cc(CCNS(=O)(=O)c3cccc([N+](=O)[O-])c3)nc12	5	-1	0.0	-6
46	CCCNC(=O)Nc1ccc2c(c1)C(=O)N(C)[C@H]1CC[C@H](CC(=O)NCc3ccccc3)O[C@H]1CO2	0	-4	0.3	1
47	CCOC(=O)C1(Cc2ccccc2)CCN(Cc2ccc3cc(NC(C)=O)ccc3n2)CC1	-31	2	0.0	4
48	C[C@@H]1CN([C@@H](C)CO)S(=O)(=O)c2ccc(-c3ccccc3F)cc2O[C@H]1CN(C)S(C)(=O)=O	6	-1	0.0	-8
49	O=C(/C=C/N1CCN(Cc2ccccc2)CC1)C(F)(F)F	1	1	0.0	x
50	CCC(C)(C)NC(=O)C1CCN(c2nc(OC)nc(OC)n2)CC1	-12	x	0.0	7
51	C[C@H](CO)N1C[C@H](C)[C@H](CN(C)S(=O)(=O)c2cccs2)Oc2ccc(NC(=O)Nc3ccc4c(c3)OCO4)cc2C1=O	-7	3	-1.2	-6
52	CSc1nc2ccc(S(N)(=O)=O)cc2s1	19	x	0.0	x

entry	S100A4 inh HTS	C2C12 statin	SIRT5 inh	ERAP1 HTS inh
41	-2	x	0	-1
42	0	-11	4	3
43	-2	9	-1	1
44	3	-64	1	5
45	5	10	-6	-2
46	8	8	-3	x
47	-8	-9	10	2
48	7	-26	0	3
49	5	5	3	0
50	-1	x	-7	0
51	-7	x	9	1
52	2	x	-32	1

# Looked up by compound from the entries so far, five records:
entry	mol	LGR2 antag	Cneo AK release	Xi reactivation	PGC1a acetyl inh
52	CSc1nc2ccc(S(N)(=O)=O)cc2s1	19	x	0.0	x
49	O=C(/C=C/N1CCN(Cc2ccccc2)CC1)C(F)(F)F	1	1	0.0	x
41	N#Cc1c(Cl)nc(-c2ccncc2)nc1-c1ccccc1	13	x	0.1	x
43	COc1ccc(-n2nnnc2SCC(=O)Nc2cccc(O)c2)cc1	11	1	0.0	-5
47	CCOC(=O)C1(Cc2ccccc2)CCN(Cc2ccc3cc(NC(C)=O)ccc3n2)CC1	-31	2	0.0	4

entry	S100A4 inh HTS	C2C12 statin	SIRT5 inh	ERAP1 HTS inh
52	2	x	-32	1
49	5	5	3	0
41	-2	x	0	-1
43	-2	9	-1	1
47	-8	-9	10	2
